NS5 inhibitors – Dengue-2 NS5 methyltransferase inhibitors, primary screen, biochemical, confirmation dose response (AID 588689); Dengue-2 NS5 methyltransferase capping enzyme assay, biochemical; higher % means a stronger effect; one-dose inhibition, % at 25 µM; IC50 in µM for titrated hits; 340,000 compounds, 0.3% hits; in the data active = a potency from the dose series; inconclusive = inhibition above about 29% without an active follow-up result
Myeloid diff 2 – compounds promoting myeloid differentiation; ER-HoxA9 myeloid progenitors, lysozyme-GFP differentiation, flow cytometry; calls only at 10 µM; 360,000 compounds, 1% hits; AID 624256;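 active = normalized GFP-positive differentiation at or above the plate's own cutoff, the solvent-only control mean plus 3 SD; inconclusive = no clear call, values can overlap the other calls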;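 note: cells exposed to compound for four days before flow analysis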
Myeloid diff 2 GFP+ MAC1+ % – second read-out of Myeloid diff 2, no call of its own (marks repeat the call); GFP+ MAC1+ double positive, %; measured here: differentiation confirmed by MAC1 staining
Active calls of the source: *. The list is partial; rates above refer to the full screens.

COc1ccccc1C(=O)NCCC(=O)N1CCN(c2cccc(C(F)(F)F)c2)CC1 was read as NS5 inhibitors -6%, Myeloid diff 2 inactive and Myeloid diff 2 GFP+ MAC1+ % 1.1.
`N#Cc1c(NC(=O)CN2C(=O)c3ccccc3C2=O)oc(-c2ccccc2)c1-c1ccccc1` gave NS5 inhibitors 6%, Myeloid diff 2 inactive and Myeloid diff 2 GFP+ MAC1+ % 7.8.
Screening CCCCCCSc1ccc([C@H]2N[C@@](CC(C)C)(C(=O)OC)[C@H]3C(=O)N(C)C(=O)[C@@H]23)cc1 returned NS5 inhibitors 4%, Myeloid diff 2 inactive and Myeloid diff 2 GFP+ MAC1+ % 1.0.
For Cc1cc2c(c(C#N)c1C)NC=NC2C (stereo unspecified) the results were NS5 inhibitors 2%, Myeloid diff 2 inactive and Myeloid diff 2 GFP+ MAC1+ % 0.7.
Screening CC(Oc1nc2c(c(=O)n(C)c(=O)n2C)n1C)C1CCCCC1 (stereo unspecified) returned NS5 inhibitors 6%, Myeloid diff 2 inactive and Myeloid diff 2 GFP+ MAC1+ % 1.0.
COc1cc(/C=C(\C(=O)O)c2ccc(S(=O)(=O)N3CCCC3)s2)ccc1OCCC(C)C was read as NS5 inhibitors 10%, Myeloid diff 2 inactive and Myeloid diff 2 GFP+ MAC1+ % 1.6.
Screening COc1cc(Cl)c(C)cc1NC(=O)CN1CCN(C(=O)C2CC2)CC1 returned NS5 inhibitors -4%, Myeloid diff 2 inactive and Myeloid diff 2 GFP+ MAC1+ % 1.5.
O=C1NC(=O)C(=Cc2ccccc2[N+](=O)[O-])S1 was read as NS5 inhibitors 13%, Myeloid diff 2 inactive and Myeloid diff 2 GFP+ MAC1+ % 0.6.
Screening C[C@@H]1CN([C@@H](C)CO)C(=O)CCCn2nncc2CO[C@@H]1CN(C)C(=O)Nc1ccc(-c2cccs2)cc1 returned NS5 inhibitors 2%, Myeloid diff 2 inactive and Myeloid diff 2 GFP+ MAC1+ % 0.4.
Screening O=C(CNS(=O)(=O)c1ccc(Cl)cc1)N1CCN(c2ccc(F)cc2)CC1 returned NS5 inhibitors -4%, Myeloid diff 2 inactive and Myeloid diff 2 GFP+ MAC1+ % 0.4.
`Cc1cccc(NC(=O)CSCC(=O)Nc2ccccc2N2CCCCC2)c1` gave NS5 inhibitors -6%, Myeloid diff 2 inactive and Myeloid diff 2 GFP+ MAC1+ % 0.8.
For CCn1c(SCC(=O)c2c(N)n(C3CC3)c(=O)[nH]c2=O)nnc1-c1ccoc1C the results were NS5 inhibitors -9%, Myeloid diff 2 inactive and Myeloid diff 2 GFP+ MAC1+ % 0.7.

Reprinted at random: two compounds from above.
`Cc1cccc(NC(=O)CSCC(=O)Nc2ccccc2N2CCCCC2)c1` gave NS5 inhibitors -6%, Myeloid diff 2 inactive and Myeloid diff 2 GFP+ MAC1+ % 0.8.
Screening CC(Oc1nc2c(c(=O)n(C)c(=O)n2C)n1C)C1CCCCC1 (stereo unspecified) returned NS5 inhibitors 6%, Myeloid diff 2 inactive and Myeloid diff 2 GFP+ MAC1+ % 1.0.

Next structures:
`Cc1cc(S(=O)(=O)Nc2ccc(C(=O)NCCCN3CCOCC3)cc2)ccc1F` gave NS5 inhibitors -3%, Myeloid diff 2 inactive and Myeloid diff 2 GFP+ MAC1+ % 0.7.
`CCOc1ccc(NC(=O)CN(c2ccc(OC)cc2)S(=O)(=O)c2cccs2)cc1` gave NS5 inhibitors -3%, Myeloid diff 2 inactive and Myeloid diff 2 GFP+ MAC1+ % 1.6.
Cc1noc(C)c1C(=O)OCC(=O)/C=C1/N(C)c2ccccc2C1(C)C was read as NS5 inhibitors -5%, Myeloid diff 2 inactive and Myeloid diff 2 GFP+ MAC1+ % 1.2.
Screening Cc1ccc(S(=O)(=O)N2CCOCC2)cc1C(=O)N1CCN(c2ccc(C(F)(F)F)cn2)CC1 returned NS5 inhibitors 3%, Myeloid diff 2 inactive and Myeloid diff 2 GFP+ MAC1+ % 2.1.
C=CCNC(=O)c1cccc2c1C(=O)c1ccc(N3CCOCC3)cc1S2(=O)=O was read as NS5 inhibitors -6%, Myeloid diff 2 inactive and Myeloid diff 2 GFP+ MAC1+ % 2.8.
COc1ccccc1NC(=O)N(C)C[C@@H]1Oc2ncc(Br)cc2C(=O)N([C@H](C)CO)C[C@@H]1C was read as NS5 inhibitors 6%, Myeloid diff 2 inactive and Myeloid diff 2 GFP+ MAC1+ % 0.7.
Screening COc1ccc(NC(=O)Nc2ccc3c(c2)C(=O)N([C@H](C)CO)C[C@H](C)[C@@H](CN(C)C(=O)Nc2ccc4c(c2)OCO4)O3)cc1 returned NS5 inhibitors -23%, Myeloid diff 2 inactive and Myeloid diff 2 GFP+ MAC1+ % 2.5.
CCCCN(Cc1nc2ccccc2c(=O)[nH]1)C(=O)COc1ccc(F)cc1Cl was read as NS5 inhibitors -2%, Myeloid diff 2 inactive and Myeloid diff 2 GFP+ MAC1+ % 0.9.
Screening COc1cc(OC)cc(-c2c(-c3cccs3)c3cc(-c4ccn[nH]4)ccc3n2C)c1 returned NS5 inhibitors -2%, Myeloid diff 2 inactive and Myeloid diff 2 GFP+ MAC1+ % 0.2.
For COc1ccccc1C(=O)NC(=O)COC(=O)c1cccc(C)c1O the results were NS5 inhibitors -4%, Myeloid diff 2 inactive and Myeloid diff 2 GFP+ MAC1+ % 1.6.
For Cc1ccc(NS(=O)(=O)c2ccc(C(=O)N3CCCC(C(F)(F)F)C3)cc2)cc1 (stereo unspecified) the results were NS5 inhibitors 1%, Myeloid diff 2 inactive and Myeloid diff 2 GFP+ MAC1+ % 0.8.
For Cc1ccc(C)c(S(=O)(=O)N2CCCCC2CCNC(=O)C(=O)NC2CCCC2)c1 (stereo unspecified) the results were NS5 inhibitors -4%, Myeloid diff 2 inactive and Myeloid diff 2 GFP+ MAC1+ % 0.6.
`CCOC(=O)C1(C(=O)OCC)C(C(=O)c2ccccc2)C1c1ccccc1` (stereo unspecified) gave NS5 inhibitors -2%, Myeloid diff 2 inactive and Myeloid diff 2 GFP+ MAC1+ % 1.1.
For COCCN(C(=O)c1cc(-c2ccccc2Cl)nc2ccccc12)c1c(N)n(CC(C)C)c(=O)[nH]c1=O the results were NS5 inhibitors -4%, Myeloid diff 2 inactive and Myeloid diff 2 GFP+ MAC1+ % 0.8.
`CCCC1NC(=O)c2cccnc2-n2c1nc1cc(F)c(F)cc1c2=O` (stereo unspecified) gave NS5 inhibitors -5%, Myeloid diff 2 inactive and Myeloid diff 2 GFP+ MAC1+ % 1.7.
Screening CCOC(=O)c1c(C)[nH]c(C(=O)N(C)CC(=O)Nc2ccc(OC)cc2)c1C returned NS5 inhibitors -4%, Myeloid diff 2 inactive and Myeloid diff 2 GFP+ MAC1+ % 0.3.
COC(=O)C1=C(C(=O)OC)[C@@H]2Nc3ccccc3[C@@]23C[C@@H](C(=O)OC)N(C(=O)c2cc(C)oc2C)C3=N1 was read as NS5 inhibitors -2%, Myeloid diff 2 inactive and Myeloid diff 2 GFP+ MAC1+ % 1.7.
Screening CCCN(CC(=O)Nc1ccccc1C)C(=O)c1ccc(NC2CC2)c([N+](=O)[O-])c1 returned NS5 inhibitors 2%, Myeloid diff 2 inactive and Myeloid diff 2 GFP+ MAC1+ % 0.3.
O=C(CN1C(=O)NC2(CCc3ccccc32)C1=O)c1ccc(F)cc1 (stereo unspecified) was read as NS5 inhibitors 8%, Myeloid diff 2 inactive and Myeloid diff 2 GFP+ MAC1+ % 1.4.
For CCOc1ccc(S(=O)(=O)N2CCN(C(=O)C3CSC4(C)CCC(=O)N34)CC2)cc1 (stereo unspecified) the results were NS5 inhibitors 0%, Myeloid diff 2 inactive and Myeloid diff 2 GFP+ MAC1+ % 0.6.
`O=C(/C=C/c1ccc2c(c1)OCO2)NCCS(=O)(=O)N1CCN(c2ccccc2)CC1` gave NS5 inhibitors -2%, Myeloid diff 2 inactive and Myeloid diff 2 GFP+ MAC1+ % 0.7.
O=C(NCc1ccccn1)c1c(-c2ccccc2)sc2ccccc12 was read as NS5 inhibitors -3%, Myeloid diff 2 inactive and Myeloid diff 2 GFP+ MAC1+ % 1.3.
Screening C[C@@H]1O[C@@H](O[C@H]2[C@H](O)[C@@H](O)[C@H](Oc3c(-c4ccc(O)c(O)c4)oc4cc(O)cc(O)c4c3=O)O[C@@H]2CO)[C@H](O)[C@H](O)[C@H]1O returned NS5 inhibitors -4%, Myeloid diff 2 inactive and Myeloid diff 2 GFP+ MAC1+ % 0.4.
Screening NC(=O)C1=C[C@@H](c2ccccc2)C[C@@H](OCCCCO)O1 returned NS5 inhibitors 2%, Myeloid diff 2 inactive and Myeloid diff 2 GFP+ MAC1+ % 1.3.

Sorted by length of the SMILES (ascending): 3 of the compounds above
O=C(CN1C(=O)NC2(CCc3ccccc32)C1=O)c1ccc(F)cc1 (stereo unspecified) was read as NS5 inhibitors 8%, Myeloid diff 2 inactive and Myeloid diff 2 GFP+ MAC1+ % 1.4.
`O=C(/C=C/c1ccc2c(c1)OCO2)NCCS(=O)(=O)N1CCN(c2ccccc2)CC1` gave NS5 inhibitors -2%, Myeloid diff 2 inactive and Myeloid diff 2 GFP+ MAC1+ % 0.7.
Screening CCCN(CC(=O)Nc1ccccc1C)C(=O)c1ccc(NC2CC2)c([N+](=O)[O-])c1 returned NS5 inhibitors 2%, Myeloid diff 2 inactive and Myeloid diff 2 GFP+ MAC1+ % 0.3.

More compounds follow.
Screening O=C(CSc1n[nH]c(-c2cccs2)n1)N1CCCC1 returned NS5 inhibitors -5%, Myeloid diff 2 inactive and Myeloid diff 2 GFP+ MAC1+ % 1.6.
Screening COC(=O)c1ccc2c(=O)[nH]c(COC(=O)CCC(=O)c3ccc(Cl)cc3)nc2c1 returned NS5 inhibitors 1%, Myeloid diff 2 inactive and Myeloid diff 2 GFP+ MAC1+ % 0.4.
Screening COc1cc(C(=O)OCC(=O)c2ccccc2)cc2c1OCCO2 returned NS5 inhibitors 11%, Myeloid diff 2 inactive and Myeloid diff 2 GFP+ MAC1+ % 0.5.
Screening COC(C[C@H]1O[C@@H]1[C@H](O)[C@H](C)OCc1ccccc1)OC returned NS5 inhibitors -5%, Myeloid diff 2 inactive and Myeloid diff 2 GFP+ MAC1+ % 0.6.
CCOc1ccccc1OCC(=O)Nc1ccc2[nH]c(=O)[nH]c2c1 was read as NS5 inhibitors -11%, Myeloid diff 2 inactive and Myeloid diff 2 GFP+ MAC1+ % 1.3.
For CS(=O)(=O)c1ccc(N2CCN(S(=O)(=O)c3cccs3)CC2)c([N+](=O)[O-])c1 the results were NS5 inhibitors 1%, Myeloid diff 2 inactive and Myeloid diff 2 GFP+ MAC1+ % 0.3.
Cc1cccc(NC(=O)c2nc[nH]c2C(=O)N2CCC(C)CC2)c1 was read as NS5 inhibitors -1%, Myeloid diff 2 inactive and Myeloid diff 2 GFP+ MAC1+ % 1.3.
Screening CCN1CCN(S(=O)(=O)c2ccc(Cl)c(C(=O)NC3CCC(C)CC3)c2)CC1 (stereo unspecified) returned NS5 inhibitors -8%, Myeloid diff 2 inactive and Myeloid diff 2 GFP+ MAC1+ % 1.0.
`C(#CCN1CCOCC1)CCCN1CCOCC1` gave NS5 inhibitors 3%, Myeloid diff 2 inactive and Myeloid diff 2 GFP+ MAC1+ % 0.5.
`CCOc1cc(/C=C(\CC(=O)O)c2nc3ccccc3s2)ccc1OCC(=O)Nc1cccc(C(F)(F)F)c1` gave NS5 inhibitors 3%, Myeloid diff 2 inactive and Myeloid diff 2 GFP+ MAC1+ % 0.5.
For Cc1cc(NC(=O)c2cc(-c3ccncc3)nc3ccccc23)ccc1Br the results were NS5 inhibitors 3%, Myeloid diff 2 inactive and Myeloid diff 2 GFP+ MAC1+ % 0.7.
Screening CCN(Cc1ccccc1)S(=O)(=O)c1cc2c3c(c1)CCN3C(=O)CC2 returned NS5 inhibitors 4%, Myeloid diff 2 inactive and Myeloid diff 2 GFP+ MAC1+ % 0.2.
For Cc1ccc(OCCC(=O)OCC(=O)NC(=O)c2ccccc2)cc1 the results were NS5 inhibitors 0%, Myeloid diff 2 inactive and Myeloid diff 2 GFP+ MAC1+ % 0.8.
O=C(NCCS(=O)(=O)N1CCN(c2ccccc2)CC1)C1CCCCC1 was read as NS5 inhibitors -1%, Myeloid diff 2 inactive and Myeloid diff 2 GFP+ MAC1+ % 0.7.
For CCOC(=O)c1ccc2[nH]c(C)c(C)c2c1 the results were NS5 inhibitors -5%, Myeloid diff 2 inactive and Myeloid diff 2 GFP+ MAC1+ % 0.7.
`NC1=C(Cl)C(=O)c2ccc(S(N)(=O)=O)cc2C1=O` gave NS5 inhibitors 10% and Myeloid diff 2 inconclusive.
C[C@@H]1CN([C@@H](C)CO)C(=O)c2c(c3ccccc3n2C)-c2ccccc2CO[C@H]1CN(C)C(=O)[C@H](Cc1ccccc1)N(C)C was read as NS5 inhibitors 6%, Myeloid diff 2 inactive and Myeloid diff 2 GFP+ MAC1+ % 0.3.
